# Screens (PubChem BioAssay)
# T cell HTS – modulators of CD8 T cell-vesicle binding, primary screen, mouse 2C CD8+ T cells, flow cytometry; 2C CD8+ T cell-vesicle binding; active compounds read low; calls only at 7 µM; hit rate 0.068% among 330,000; AID 2052, 2009;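 active = response, share of CD8 T cells binding vesicles, and their 90th percentile fluorescence all below set limits, cut at about 80% in these data, passing the limit was not always enough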
#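 Material: 2C TCR transgenic mouse naive CD8+ T cells, MACS-purified. Also added: QL9-charged Drosophila Ld/ICAM-1/B7-1 vesicles. Timing: binding 1.5 h at 37 °C. Measured by: high-throughput flow cytometry with anti-B7-1 and anti-CD8 staining. Read-out: percent CD8+ FL2 mean versus row control. Controls: Unloaded micro-vesicles (low), QL9 vesicles with 0.7% DMSO (high).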
# Myeloid diff 2 – induction of myeloid progenitor differentiation, primary screen, cell-based, flow cytometry, MLPCN library | calls only at 10 µM | hit rate 1% among 360,000 | ER-HoxA9 myeloid progenitors, lysozyme-GFP differentiation;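 active = normalized GFP-positive differentiation at or above the plate's own cutoff, the solvent-only control mean plus 3 SD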;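 note: cells exposed to compound for four days before flow analysis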
# Autophagy HCS – autophagy modulators in MEF cells, primary screen, imaging, high-content, MEF GFP-LC3. MEF GFP-LC3 puncta imaging; test concentration mostly 10 µM. calls only at 10 µM (by protocol). hit rate 0.98% among 190,000. AID 463193, 2010;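 active = percentage of spot-positive cells more than 3 SD above its plate mean, without a fluorescence outlier flag or 80% toxicity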;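 note: spot-positive cell cutoff set from DMSO-treated cells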
# b-catenin transl – modulators of beta-catenin nuclear translocation, primary screen, imaging, HeLa cells, immunofluorescence, high-content; hit rate 0.3% among 190,000; nuclear translocation activity, % at 5 µM;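 active = nuclear translocation activity above 50% at 5 µM, with a well cell count of 50 or more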;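 note: per-cell ratio of nuclear to cytoplasmic median beta-catenin stain intensity; plate controls were DMSO negative control for no effect and GSK-3 inhibitor IX positive control for full effect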
#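 Assay system: human HeLa cells, native beta-catenin; doses: 5 µM primary, 0.02–20 µM confirmation; incubation: compound treatment 24 h, 37°C, 5% CO2; technique: fluorescence imaging of beta-catenin antibody stain plus DAPI; measure: % activation, nuclear-to-cytoplasmic median beta-catenin signal ratio per cell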
# Insulin prom up – insulin promoter activators in MIN6 cells, imaging, high-content screening, mouse beta cells; MIN6 insulin promoter-GFP reporter; active compounds read high; z-score at 5 µM; hit rate 0.3% among 190,000;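 active = z-score above 3 at 5 µM with at least 500 cells counted in the well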
# West Nile virus CPE – West Nile virus antiviral activity, cell-based, CPE readout (AID 1621). West Nile virus-infected cells, CPE inhibition; higher % means a stronger effect. CPE inhibition, % at 10 µM, or IC50 in µM where a hit was titrated. hit rate 0.02% among 290,000; in the data active = a potency from the dose series; note: strong numbers were not always called active
# Lipid droplet – inhibitors of hepatocyte lipid droplet formation, primary screen, imaging, high-throughput imaging, BODIPY stain | inhibition, % at 6.5 µM | AML12 mouse hepatocytes, oleate lipid droplets | hit rate 0.4% among 240,000 | AID 1656, 2009;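 active = lipid droplet intensity inhibited by at least 50%, with more than 500 cells counted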
#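 Test system: AML12 hepatocytes (mouse); reagent: oleate loading, 100 µM; dosing: one dose, 6.5 µM compound; incubation: overnight exposure; signal: fluorescence imaging, 20x objective, two fields per well; read-out basis: % inhibition of corrected integrated BODIPY droplet signal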
# MT stabilize HCS – microtubule stabilizers in HeLa cells, primary screen, imaging, high-content imaging; HeLa tubulin immunostaining HCS, 24 h; share of cells brighter than vehicle mean+2SD; hit rate 0.83% among 200,000; % tubulin-high responders, % at 10 µM;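 active = plate Z-score above 3 for both tubulin-high and condensed-nucleus cell shares, with cell loss under 80%, at 10 µM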;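 note: anti alpha tubulin signal scored within the nucleus-defined area of each cell; some results filed as inactive read as strong as hits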
# WT yeast gro inh – growth inhibition of WT strain, primary screen, mitochondrial fusion inhibitor project, WT and mutant strains, chemical genetic; inhibition, % at 10 µM; AID 1362, 2008; hit rate 2.1% among 190,000; mitochondrial fusion phenotypic screen; in the data active = inhibition above about 58%; tested in S. cerevisiae
# WT yeast gro inh mutant strain – recorded beside WT yeast gro inh, whose call it bears; inhibition, %; mitochondrial fusion phenotypic screen, mutant strain inhibition
# Insulin prom up cell count – further read-out of Insulin prom up, marked with its call; cell count; measured here: cytotoxicity, nuclei count;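 total cells summed across four imaged fields per well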
# Lipid droplet cells 6.5 µM – further read-out of Lipid droplet, marked with its call; cell count; measured here: cell count, cytotoxicity flag;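 cells counted across two imaged fields per well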
# b-catenin transl cell count 5 µM – second read-out of b-catenin transl, no call of its own (marks repeat the call); cell count; measured here: cell count, cytotoxicity flag
# T cell HTS vesicle-bound % – further read-out of T cell HTS, marked with its call; double positive events, %; measured here: CD8+ vesicle-bound cell fraction;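 binding gate set so that unloaded-vesicle control wells show 10% double positive cells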
# MT stabilize HCS Hoechst-high % – recorded beside MT stabilize HCS, whose call it bears; % Hoechst-high responders; measured here: nuclear condensation Hoechst responders;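 share of cells brighter than vehicle mean plus two SD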
# MT stabilize HCS cytotoxicity % – also measured in MT stabilize HCS; calls as there; toxicity, %; measured here: cytotoxicity by cell density;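 0% = mean cell density of plate MIN control wells and 100% = no cells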
# Autophagy HCS cell loss 18 h – also measured in Autophagy HCS; calls as there; toxicity, %; measured here: cell loss, nuclei count;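 cell loss after 18 h compound exposure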
# Myeloid diff 2 GFP+ MAC1+ % – further read-out of Myeloid diff 2, marked with its call; GFP+ MAC1+ double positive, %; measured here: differentiation confirmed by MAC1 staining
# The depositor's hits bear a star; i = inactive; . = not tested or not shown; + = active, no number.
SMILES,T cell HTS,T cell HTS vesicle-bound %,Myeloid diff 2,Myeloid diff 2 GFP+ MAC1+ %,Autophagy HCS,Autophagy HCS cell loss 18 h,b-catenin transl,b-catenin transl cell count 5 µM,Insulin prom up,Insulin prom up cell count,West Nile virus CPE,Lipid droplet,Lipid droplet cells 6.5 µM,MT stabilize HCS,MT stabilize HCS Hoechst-high %,MT stabilize HCS cytotoxicity %,WT yeast gro inh,WT yeast gro inh mutant strain
CCCNC(=O)Cn1c(=O)cnc2ccccc21,i,26,i,0.9,i,2,-1.6,1061,0,1580,0.1%,16,713,1.4,4.2,8.7,-5,-2
COc1ccc(NC(=O)Cn2ccc3c(OC)cccc3c2=O)cc1,i,54,i,0.3,.,.,-1.3,1349,-0.42,1099,-0.2%,-9,622,.,.,.,.,.
CC(C)n1c(N2CCN(C(=O)NCc3ccccc3)CC2)nc2ccccc21,i,10,i,0.4,i,5,-3.3,880,-0.6,1016,0.7%,.,.,5.4,3.0,6.7,5,-9
COc1cc(NC(=O)Nc2cccc([N+](=O)[O-])c2)cc(OC)c1,i,16,i,0.6,i,13,-5.4,1176,-0.61,1437,-1.0%,-3,624,1.4,1.2,9.9,9,5
OCC1OC(n2cnc3ccccc32)CC1O (stereo unspecified),i,62,i,0.4,.,.,1.0,1265,-0.19,809,0.8%,-1,399,.,.,.,.,.
O=c1cc(O)c2sc(Nc3ccc(F)c(Cl)c3)nc2[nH]1,i,51,i,0.2,i,0,0.6,1108,-0.36,1138,0.0%,18,752,12,0.9,1.8,10,1
CCOC(=O)c1ccc(-n2c(C)nc3ccc(Br)cc3c2=O)cc1,i,23,i,0.6,.,.,0.7,1317,0.19,780,0.0%,9,722,.,.,.,.,.
COC(=O)c1sccc1NC(=S)N1CCCCC1C (stereo unspecified),i,28,i,1.8,i,6,.,.,-1,943,-0.6%,2,838,1.1,1.1,10,8,-9
CCN1CCCC1CNC(=O)c1csc2c1CCCC2 (stereo unspecified),i,57,i,2.3,i,-6,-1.7,1166,-0.17,1935,-0.1%,-34,622,4.6,2.0,5.0,2,-6
CCC(C)C(NC(=O)C1CCC(C)CC1)C(=O)Nc1cc(OC)ccc1OC (stereo unspecified),i,52,i,1.0,i,-5,.,.,-0.2,925,-1.0%,-34,770,1.7,1.1,1.5,3,14
CN(C)c1ccc(-c2nc3ccccc3n2C)cc1,i,26,i,6.1,i,15,1.8,1435,-0.1,1392,-0.3%,.,.,3.3,1.1,8.4,15,11
COCCn1c(SCC(=O)c2ccc(F)cc2)nnc1C(C)C,i,43,i,0.7,+,-3.3*,-4.5,1208,0.23,1242,-0.7%,-11,718,2.0,2.8,1.6,4,15
COc1ccc(N(CC(=O)Nc2cccc(C(C)=O)c2)S(C)(=O)=O)cc1OC,i,35,i,1.6,i,0,2.5,952,0.79,1248,-0.1%,.,.,3.4,3.0,9.6,4,11
Cc1cccc(-n2cc(CN(C)Cc3nccn3C)c(-c3cccc(F)c3)n2)c1,i,59,i,0.3,i,4,-0.3,928,-2.2,1333,-0.8%,-22,681,1.8,1.4,7.7,59,70
CC(C)(c1ccccc1)c1ccc(OCCN)cc1,i,61,i,0.4,i,25,1.1,1508,.,.,-0.8%,-9,611,3.6,2.7,5.9,80*,43*
CC[C@@](C)(NS(=O)(=O)OCC(Cl)(Cl)Cl)c1ccccc1,i,18,i,3.1,.,.,.,.,.,.,-0.7%,-3,809,.,.,.,.,.
CCN(CC)S(=O)(=O)c1ccc(OCCNS(C)(=O)=O)cc1,i,56,i,0.1,i,-18,0.7,1057,-0.16,1271,0.4%,4,687,4.3,2.9,7.4,0,7
COc1cc(C2Nc3ccccc3C(=O)N2c2ccc(Cl)cc2)c(Cl)cc1OCC(=O)O (stereo unspecified),i,41,i,0.5,i,10,.,.,0.24,1088,-0.7%,8,738,5.6,2.0,5.2,9,6
COc1cc(NC(=S)N2CCCCC2C)c(OC)cc1Cl (stereo unspecified),i,20,i,0.2,i,-16,-3.3,983,-0.05,1605,-0.5%,11,623,0.9,1.2,7.1,5,20
Cc1coc2c1c(C)cc1oc(=O)c(CC(=O)NCC(=O)NCC(=O)O)c(C)c12,i,14,i,0.8,.,.,.,.,.,.,-0.1%,-2,828,.,.,.,.,.

# Already shown: entries from further up.
SMILES,T cell HTS,T cell HTS vesicle-bound %,Myeloid diff 2,Myeloid diff 2 GFP+ MAC1+ %,Autophagy HCS,Autophagy HCS cell loss 18 h,b-catenin transl,b-catenin transl cell count 5 µM,Insulin prom up,Insulin prom up cell count,West Nile virus CPE,Lipid droplet,Lipid droplet cells 6.5 µM,MT stabilize HCS,MT stabilize HCS Hoechst-high %,MT stabilize HCS cytotoxicity %,WT yeast gro inh,WT yeast gro inh mutant strain
CCCNC(=O)Cn1c(=O)cnc2ccccc21,i,26,i,0.9,i,2,-1.6,1061,0,1580,0.1%,16,713,1.4,4.2,8.7,-5,-2
COc1ccc(NC(=O)Cn2ccc3c(OC)cccc3c2=O)cc1,i,54,i,0.3,.,.,-1.3,1349,-0.42,1099,-0.2%,-9,622,.,.,.,.,.
CC(C)n1c(N2CCN(C(=O)NCc3ccccc3)CC2)nc2ccccc21,i,10,i,0.4,i,5,-3.3,880,-0.6,1016,0.7%,.,.,5.4,3.0,6.7,5,-9

# (more compounds)
SMILES,T cell HTS,T cell HTS vesicle-bound %,Myeloid diff 2,Myeloid diff 2 GFP+ MAC1+ %,Autophagy HCS,Autophagy HCS cell loss 18 h,b-catenin transl,b-catenin transl cell count 5 µM,Insulin prom up,Insulin prom up cell count,West Nile virus CPE,Lipid droplet,Lipid droplet cells 6.5 µM,MT stabilize HCS,MT stabilize HCS Hoechst-high %,MT stabilize HCS cytotoxicity %,WT yeast gro inh,WT yeast gro inh mutant strain
COc1ccc(/C=C(\C#N)C(=O)NC2CCS(=O)(=O)C2)cc1OC (stereo unspecified),i,55,i,1.0,i,-7,-1.8,1116,-0.26,1435,-0.3%,28,681,2.2,2.9,6.3,1,10
CC(=O)NC(CC(=O)NCCCn1ccc2ccccc21)c1ccccc1 (stereo unspecified),i,20,i,3.0,.,.,.,.,.,.,0.0%,40,872,.,.,.,.,.
Cc1ccc(S(=O)(=O)NCC(=O)OCc2csc(-c3ccccc3)n2)cc1,i,11,i,0.7,i,13,-2.1,969,-0.05,1341,-0.3%,5,538,1.3,1.7,8.4,1,-3
O=C(O)CN1C(=O)/C(=C\C(Br)=C\c2ccccc2)SC1=S,i,52,i,1.0,.,.,.,.,.,.,-0.9%,2,741,.,.,.,.,.
Cc1ccc(OCC(=O)N2CCCc3ccccc32)cc1,i,14,i,0.3,i,-10,-1.7,1241,-0.24,1112,1.6%,-6,759,3.6,2.5,7.5,6,-6
CC1CCC(C(C)C)C(OC(=O)COC(=O)c2ccc(=O)[nH]c2)C1 (stereo unspecified),i,41,i,3.0,i,-18,-1.0,876,-0.15,1176,-0.2%,.,.,3.8,3.0,9.7,26,-8
O=C(O)c1ccc(C2SCC(=O)N2Cc2ccccc2)cc1 (stereo unspecified),i,32,i,1.2,i,-3,-2.2,1045,-0.05,1288,0.6%,12,708,3.5,2.8,2.2,8,9
CCOC(=O)/C(C#N)=C\c1ccc(CC)s1,i,34,i,1.0,i,-2,.,.,.,.,-0.1%,.,.,0.9,1.7,9.8,22,21
COc1ccc(S(=O)(=O)Nc2cc3c(C(C)=O)c(C)oc3c3ccccc23)cc1,i,15,.,.,+,68*,.,.,.,.,0.3%,-63,418,11,19,59,16,-12
O=C(Cn1nnc(-c2ccccc2)n1)Nc1ccccc1N1CCOCC1,i,63,i,13,i,-11,-1.3,979,0.37,1825,0.3%,-12,673,4.6,3.6,7.1,12,-2
CCOC(=O)C(CC(=O)O)N1CCCCC1 (stereo unspecified),i,40,i,1.1,i,-16,.,.,.,.,-0.2%,.,.,5.5,4.0,5.0,-7,3
CCCCCCC(=O)N1CCCC(c2nc(-c3cccc(OC)c3)no2)C1 (stereo unspecified),i,40,i,0.4,.,.,-0.1,1357,-0.12,983,-0.8%,-2,706,.,.,.,.,.
CC(=O)N/N=C/c1cc(C(C)C)cc(/C=N/NC(C)=O)c1O,i,46,i,0.6,i,7,-0.9,1480,0.17,1579,0.1%,2,612,5.7,1.9,1.8,9,14
O=C(CSc1ncnc2ccccc12)NCCc1ccccc1,i,36,i,0.4,i,-7,-0.2,1114,0.04,1363,-0.3%,-15,715,2.4,1.7,8.7,0,-19
CN(CC(=O)NC1CC1)S(=O)(=O)c1ccc(Br)cc1,i,5,i,0.7,.,.,.,.,.,.,-0.1%,3,777,.,.,.,.,.
COc1ccc(C(C)NC(=O)c2ccc(Br)cc2)cc1OC (stereo unspecified),i,8,i,1.2,i,-21,-7.9,554,0.99,1286,-0.6%,8,693,2.6,1.9,3.6,-13,-2
CN(C(=O)COC(=O)c1cccnc1Nc1cccc(C(F)(F)F)c1)C1CCS(=O)(=O)C1 (stereo unspecified),i,14,i,0.9,i,25,0.8,1092,-0.24,1520,-1.5%,-1,654,4.9,2.9,7.7,-19,8
Cc1ccc(S(=O)(=O)Nc2ncccn2)cc1,i,38,i,0.1,.,.,.,.,.,.,0.9%,-8,811,.,.,.,.,.
COC(=O)c1cc(NC(=O)C2COc3ccccc3O2)cc(C(=O)OC)c1 (stereo unspecified),i,28,i,5.5,i,3,-1.8,1132,0.07,1859,0.4%,2,630,1.0,1.5,5.9,11,22
Cn1nc2sc3ccccc3n2c(=O)c1=O,i,24,i,0.2,.,.,0.0,1315,0.58,1040,0.6%,-21,625,.,.,.,.,.
